Epigenetic reg – Quantitative High-Throughput Screen for Regulators of Epigenetic Control; murine LDR cells, GFP reporter derepression, 30 h; Potency, µM (series often up to 53.9 µM), for the others: at the highest dose GFP activation, actives largely listed as activators; 280,000 tested, 0.2% active; AID 1865, 2009; further: % of control where 0% means no effect; nearly all actives have a fitted effect of over 60% in size
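Reporter derepression read as number of fluorescent GFP-positive objects, 20-120 um in size, counted by laser-scanning cytometer. Mouse LDR line with an epigenetically silenced CMV-GFP locus; compound incubation 30 h, 37 C.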
NPSR antag – qHTS Assay for Antagonists of the Neuropeptide S Receptor: cAMP Signal Transduction; 220,000 tested, 1% active; AID 1461, 2008; CHO-NPSR cells, cAMP TR-FRET, antagonist mode; Potency, µM (doses to about 38.3 µM), without a hit: top-dose activity change, negative = inhibition, most hits filed as inhibitors; Q6W5P4; further: on the % scale 0 is the no-effect control and ±100 the full control effect; nearly all actives have a fitted effect of over 50% in size; many of its hits are not listed in these tables
Target sequence (Q6W5P4 whole entry, looked up): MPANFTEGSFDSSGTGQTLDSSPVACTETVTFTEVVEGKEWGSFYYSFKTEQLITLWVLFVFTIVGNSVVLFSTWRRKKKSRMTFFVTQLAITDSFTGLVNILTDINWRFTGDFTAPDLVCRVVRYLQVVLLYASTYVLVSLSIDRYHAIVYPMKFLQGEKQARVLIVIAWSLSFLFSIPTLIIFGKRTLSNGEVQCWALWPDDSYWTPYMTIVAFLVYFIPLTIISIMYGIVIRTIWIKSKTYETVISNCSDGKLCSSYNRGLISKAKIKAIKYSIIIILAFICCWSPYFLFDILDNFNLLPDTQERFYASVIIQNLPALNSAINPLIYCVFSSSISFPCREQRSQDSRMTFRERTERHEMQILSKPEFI
JMJD2E inh – qHTS Assay for Inhibitors of Human Jumonji Domain Containing 2E (JMJD2E); 230,000 tested, 1.6% active; Potency, µM (doses to about 57.1 µM), without a hit: at the highest dose activity change, negative = inhibition, most hits filed as inhibitors; JMJD2E catalytic domain, FDH-coupled NADH fluorescence (FDH is formaldehyde dehydrogenase); AID 2147, 2009; Lysine-specific demethylase 4E (Homo sapiens), B2RXH2; active means well fitted inhibition curve with a large enough effect, not every such curve was filed as active; inconclusive means small, poorly fitted or top-dose-only effect, or another doubt; inactive means no such curve, though single readings can be large or run the other way;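 further: 0% = wells with enzyme and -100% = buffer wells without enzyme; nearly all actives have a fitted effect of over 50% in size; many of its hits are not listed in these tables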
Target sequence (B2RXH2 1-337 limits assumed): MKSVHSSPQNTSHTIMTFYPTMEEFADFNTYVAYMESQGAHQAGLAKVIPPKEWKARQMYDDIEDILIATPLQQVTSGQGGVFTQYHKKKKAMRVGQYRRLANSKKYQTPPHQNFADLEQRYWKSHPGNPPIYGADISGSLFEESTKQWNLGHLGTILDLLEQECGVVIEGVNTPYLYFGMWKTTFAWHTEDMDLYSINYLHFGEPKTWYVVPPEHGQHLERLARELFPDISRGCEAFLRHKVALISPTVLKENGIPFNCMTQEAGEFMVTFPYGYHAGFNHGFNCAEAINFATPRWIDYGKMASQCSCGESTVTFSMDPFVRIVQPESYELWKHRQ
GoLoco inh red – qHTS Assay for Inhibitors of RGS12 GoLoco Motif Activity (Red Fluorophore); Guanine nucleotide-binding protein G(i) subunit alpha-1 (Homo sapiens), P63096; Gai1:RGS12 GoLoco peptide FP, rhodamine, 10 min; Potency, µM (titrated, usually from 61.6 µM), without a hit: at the highest dose activity, negative = inhibition, most hits filed as inhibitors; 230,000 tested, 0.44% active; AID 880, 2007; active means well fitted inhibition curve with a large enough effect, not every such curve was filed as active; inactive means no such curve, though single readings can be large or run the other way; further: on the % scale 0 is the no-effect control and ±100 the full control effect; nearly all actives have a fitted effect of over 30% in size; many of its hits are not listed in these tables
Target sequence (P63096 whole entry, looked up): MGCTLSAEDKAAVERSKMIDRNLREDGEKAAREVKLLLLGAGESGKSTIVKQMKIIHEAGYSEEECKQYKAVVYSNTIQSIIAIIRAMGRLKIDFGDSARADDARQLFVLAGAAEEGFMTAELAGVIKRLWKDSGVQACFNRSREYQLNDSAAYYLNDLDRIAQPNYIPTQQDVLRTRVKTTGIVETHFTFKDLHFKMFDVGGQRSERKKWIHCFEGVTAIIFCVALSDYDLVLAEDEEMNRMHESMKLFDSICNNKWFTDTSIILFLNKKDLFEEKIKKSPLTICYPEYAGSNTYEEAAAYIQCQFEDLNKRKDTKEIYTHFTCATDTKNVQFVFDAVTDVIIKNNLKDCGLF
KinaseGlo FLuc – Counterscreen for Luciferase (Kinase-Glo TM) Inhibition | 200,000 tested, 0.28% active | Kinase-Glo luciferase, ATP luminescence, 8 min | Potency, µM (series often up to 38.3 µM), for inactives: at the top dose activity change, negative = inhibition, hits mostly inhibitors | Luciferin 4-monooxygenase (Photuris pensylvanica), Q27757; further: on the % scale 0 is the no-effect control and ±100 the full control effect; nearly all actives have a fitted effect of over 60% in size
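Substrate mix (final 50 mM imidazole pH 7.2, 50 mM KCl, 7 mM MgCl2, 10 uM ATP, 0.01% Tween 20, 0.05% BSA) plus pin-tool compound, then Kinase-Glo detection mix; 8 min ambient, luminescence read.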
RECQ1 inh – qHTS Assay for Inhibitors of RecQ-Like Dna Helicase 1 (RECQ1) | RECQ1 DNA unwinding, red fluorescence kinetic read | Potency, µM (doses to about 57.3 µM), inactives show at the highest dose activity, negative = inhibition, hits mostly inhibitors | 240,000 tested, 0.54% active | AID 2549, 2010;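 further: plate controls were vehicle for no effect and no enzyme for full effect; nearly all actives have a fitted effect of over 30% in size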
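RECQ1T1 50 nM; forked duplex (20 bp + 30-nt ss tails) 200 nM, ATP 2 mM final; pH 8.0, 2 mM MgCl2, 2.5 ug/ml poly(dI-dC); 15 min compound preincubation; discontinuous kinetic read over 2 h at RT.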
IMPase Li cell – qHTS Assay for Identifying the Cell-Membrane Permeable IMPase Inhibitors: Potentiation with Lithium; CHO-M1 cells, IP1 TR-FRET (IP-One), carbachol + lithium; Potency, µM (highest dose often 59.4 µM), inactives show at the highest dose activity, negative = IMPase inhibition, actives largely listed as inhibitors; 210,000 tested, 0.35% active;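 further: IP1 builds up when IMPase is blocked and the TR-FRET signal falls; plate controls were basal vehicle for no effect and high inhibitor control for full effect; nearly all actives have a fitted effect of over 50% in size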
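CHO cells stably expressing M1 receptor (2000/well, cultured 16–30 h) treated 30 min at 37C with compound plus low lithium. Cytosolic IP1 by TR-FRET (665/620 ratio and 620 channel) after 10 min lysis; AC50 by Hill fit.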
SMN2 splice enh – qHTS Assay for Enhancers of SMN2 Splice Variant Expression | HEK293 SMN2-luciferase splicing reporter, luminescence, 30-36 h | Potency, µM (top dose mostly 46.1 µM), without a hit: at the top dose activity change, positive = activation, hits mostly activators | 210,000 tested, 2.8% active | AID 1458, 2008; further: % of control where 0% means no effect; nearly all actives have a fitted effect of over 55% in size
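HEK293 cells carry an SMN2 […]–luciferase reporter in which exon 7 inclusion puts luciferase in frame. Cells were plated 10-12 h before compound addition, then incubated 30-36 h at 37C. ONE-Glo luminescence was read; sodium butyrate at 4.5 mM final served as control.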
* marks the source's active call; other numbers are inactive results; i = inactive; ? = inconclusive; · = no result given; & = joins results of further samples; [ ] = dose if it differs, or a comment. Unless noted, the call rests on the fitted dose curve; in most records, active means well fitted curve in the direction sought with a large enough effect; inconclusive means small, poorly fitted or top-dose-only effect, or another doubt; inactive means no such curve, though single readings can be large; an effect the other way counts as inactive or inconclusive. Potency means the concentration at half of the fitted maximal effect. Only part of the results is shown, so the mix of outcomes need not match the whole.

SMILES	Epigenetic reg	NPSR antag	JMJD2E inh	GoLoco inh red	KinaseGlo FLuc	RECQ1 inh	IMPase Li cell	SMN2 splice enh
CCc1nnc(NC(=O)CCC(=O)N2CCN(Cc3cc(Cl)ccc3OC)CC2)s1	-1.4%	6%[46.1 µM]	-4%	8%	5%	-9%	-2%[38.3 µM]	3%
N#Cc1c(N)n(-c2cccc(C(=O)O)c2)c2nc3ccccc3nc12	9.1%	2%	?	9%	·	1%	·	·
COc1cccc(C2C3=C(N=c4s/c(=C\c5ccc(OCC(=O)O)cc5)c(=O)n42)c2ccccc2CC3)c1 (stereo unspecified)	3.2%	-58%	-6%	0%	·	-14%	·	·
CC1=CC(C)(C)Nc2ccccc21	-0.9%	-18%[46.1 µM]	?	-5%&10%&5%	0%	-8%&-6%&-11%	-4%[38.3 µM]	19%&7%&-3%
CCOC(=O)c1cc2c(=O)n3ccccc3nc2n(C(C)C)c1=NC(=O)c1c(-c2c(F)cccc2Cl)noc1C	1.3%&2.2%	-33%	?	21%	-2%	3%	19%	-3%&-23%
COc1ccc(/C=N/n2c(SC)nnc(C(C)(C)C)c2=O)cc1OC	0.1%	2%[46.1 µM]	?	3%	17%	-4%	-2%[38.3 µM]	1%
CN(C)CCCN1C(=O)c2oc3ccc(F)cc3c(=O)c2C1c1cccnc1 (stereo unspecified)	0.0%	-15%[46.1 µM]	?	2%	2%	-11%	13%[38.3 µM]	0%
CC(=O)N1CCC(N(CCCOC(C)C)C(=O)Nc2ccc(C)c(C)c2)CC1	1.7%&-1.0%	-8%[46.1 µM]	-3%	6%	0%	-15%	12%[38.3 µM]	4%
O=C(CN(Cc1cccs1)C(=O)CCC(=O)Nc1nccs1)NCc1ccccc1	0.0%	-16%[46.1 µM]	1%	7%	3%	-12%	-8%[38.3 µM]	-8%
CC(C)NC(=O)CSc1nncn1-c1ccccc1	-0.6%	-11%[46.1 µM]	2%	-4%	-1%	0%	4%[38.3 µM]	-1%
COc1cc(CN2CCC(C(=O)N3CCN(c4ccccc4F)CC3)CC2)cc(OC)c1O	-4.2%	0%[46.1 µM]	?	·	·	-13%	·	·
CCOc1cc(C2C(C#N)=C(N)OC3CCCC(=O)C32)ccc1OCCN1CCOCC1 (stereo unspecified)	0.8%	3%[46.1 µM]	1%	-3%	-5%	-5%	-2%[38.3 µM]	-23%
Cc1nc(N2CCN(S(=O)(=O)c3ccccc3)CC2)c2cc(-c3ccccc3)sc2n1	11%	-20%[46.1 µM]	?	-3%	-2%	-17%	19%[38.3 µM]	24%
CC(/C=C1\SC(=S)N(CCC(=O)Nc2nc(C)cs2)C1=O)=C\c1ccccc1	1.0%	-9%	0%	13%	·	-6%	·	·
O=C(CSc1cccc2cccc(Cl)c12)OCC(=O)N1CCN(C(=O)c2ccco2)CC1	7.0%	-13%[46.1 µM]	-3%	23%	9%	-12%	10µM*	-3%
Cc1ccccc1NC1=C(Cl)C(=O)OC1OC(=O)c1ccccc1C (stereo unspecified)	19%	-38%	-2%	0%	-1%	-9%	17%	13%
O=S(=O)(NCCSc1nnc(-c2ccco2)n1-c1ccccc1)c1ccccc1	-2.0%	-16%[46.1 µM]	-6%	3%	1%	-8%	1%[38.3 µM]	-10%
Cc1c(C(=O)OC(C)C)sc2nc[nH]c(=O)c12	-0.1%	-10%[46.1 µM]	?	-1%	-1%	-5%	30%[38.3 µM]	2%
Cc1ccc(C(=O)O/N=C(/c2nonc2N)N(C)C)cc1	0.0%	4%[46.1 µM]	4%	5%	2%	-3%	5%[38.3 µM]	?
COc1cccc(Cn2cccc(NC(=O)Nc3ccc(C#N)cc3)c2=O)c1	0.1%	-14%[46.1 µM]	?	5%	-3%	-2%	8%[38.3 µM]	-60%[inhibitor]
CCOC(=O)c1cc(CC)sc1NC(=O)c1cc(OC)c(OC)c(OC)c1	0.0%	-29%[46.1 µM]	-18%	2%	3%	i	34%[activator][38.3 µM]	-4%
COc1ccc(N(CC(=O)NCCSCc2ccco2)S(=O)(=O)c2ccccc2)cc1	0.0%	6%	-15%	5%	-1%	-5%	15%	·
CC(C)(C)C(=O)Nc1c(Cl)cccc1OC(F)(F)F	2.4%	-26%	7%	7%	·	3%	·	·
COC(=O)c1cc(Cl)cc(Cl)c1OS(=O)(=O)N(C)C	4.5%	-6%	-7%	-3%	5%	-2%	-3%	3%
O=C(Nc1ccc2nc(-c3ccco3)c(-c3ccco3)nc2c1)N1CCCCCC1	-4.7%	10µM*	?	28%	-7%	5.6µM*	28%	-2%

Ordered by molecular weight (descending): some entries from above.
SMILES	Epigenetic reg	NPSR antag	JMJD2E inh	GoLoco inh red	KinaseGlo FLuc	RECQ1 inh	IMPase Li cell	SMN2 splice enh
CC(/C=C1\SC(=S)N(CCC(=O)Nc2nc(C)cs2)C1=O)=C\c1ccccc1	1.0%	-9%	0%	13%	·	-6%	·	·
CC(C)(C)C(=O)Nc1c(Cl)cccc1OC(F)(F)F	2.4%	-26%	7%	7%	·	3%	·	·
CC(C)NC(=O)CSc1nncn1-c1ccccc1	-0.6%	-11%[46.1 µM]	2%	-4%	-1%	0%	4%[38.3 µM]	-1%

Next part.
SMILES	Epigenetic reg	NPSR antag	JMJD2E inh	GoLoco inh red	KinaseGlo FLuc	RECQ1 inh	IMPase Li cell	SMN2 splice enh
CC(C)Oc1cccc(C(=O)C2CCCN(S(C)(=O)=O)C2)c1 (stereo unspecified)	-0.2%	-2%	?	10%	1%	i	-3%	·
CCN1CCCC1CNC(=O)C1c2cc(OC)c(OC)cc2C(=O)N(C)C1c1cccnc1 (stereo unspecified)	-1.2%	-4%[46.1 µM]	-6%	10%	5%	i	-4%[38.3 µM]	-8%
CCN1CCN(Cc2ccc(NC(=O)c3ccc(C)c(NC(=O)C4=NN(c5ccccc5)C(=O)C4)c3)cc2C(F)(F)F)CC1	-6.0%	12%	13%	8%	·	-9%	·	·
COc1ccc(C)cc1S(=O)(=O)NCCc1ccccc1	-2.1%	-14%[46.1 µM]	2%	9%	-4%	11%	24%[38.3 µM]	-5%
NC1=NC(=O)CC(C(=O)NCc2ccccc2)S1 (stereo unspecified)	4.1%	-19%[46.1 µM]	-2%	-23%	0%	-1%	-1%[38.3 µM]	-6%
Cc1ccccc1OCCNc1cc(N2CCCCC2)ccc1[N+](=O)[O-]	-0.9%	-14%[46.1 µM]	2%	6%	2%	-6%	-2%[38.3 µM]	-32%[inhibitor]
CCOC(=O)c1ccc(NC(=O)Cc2coc3cc4c(cc23)CCC4)cc1	0.0%	-16%	-6%	-2%	0%	-9%	9%	-40%[inhibitor]
Cc1cc(OC(=O)c2c(Cl)cc(Cl)cc2Cl)nc(C)n1	-0.2%	-3%[46.1 µM]	-2%	4%	-2%	-6%	7%[38.3 µM]	0%
c1ccc2[nH]c(C3CC3)nc2c1	1.1%	11%	-2%	3%	0%	4%	6%	5%
COc1ccc(NC(=O)c2cccc(OS(=O)(=O)N(C)C)c2)cc1	-1.2%	19%	-5%	0%	-3%	i	15%	11µM*
CCC(C)[C@@H](C(=O)N1CCNCC1)n1cc(CCCN=C(N)N)nn1 (stereo partly specified)	-6.4%	-36%	4%	-3%	·	-11%	10%	·
Cc1ccc(N/N=C/c2ccc3c(c2)OCCO3)cc1Cl	3.0%	19%	0%	1%	-2%	-15%	11%	20µM*
CCCOc1ccc(NCC(=O)Nc2ccc(C)cc2C)cc1	-1.0%	13%[46.1 µM]	-2%	5%	2%	-3%	3%	5%
CCOc1ccccc1N(CC(=O)Nc1cc(OC)ccc1OC)S(C)(=O)=O	-1.0%	-9%[46.1 µM]	7%	-12%	-2%	-6%	18%[38.3 µM]	·
CCCN=Cc1sc2ccc(OCC)cc2c1O	-2.1%	-9%[46.1 µM]	?	12%	-6%	-5%	4%[38.3 µM]	3%
O=S(=O)(c1cccc(S(=O)(=O)N2CCOCC2)c1)N1CCCCC1	0.1%	4%[46.1 µM]	0%	9%	-5%	-12%	11%[38.3 µM]	-1%
COc1ccc(NN=Nc2nc3c([nH]2)c(=O)n(C)c(=O)n3C)cc1	1.5%	-31%	?	-28%	·	1%	·	·
CCn1c(CNC(=O)Cc2ccc(OC)cc2)nnc1SCC(=O)NC1CCCCC1	14%	-4%[46.1 µM]	9%	3%	11%	0%	10%[38.3 µM]	-8%
COc1ccc(CNC(=O)CCCOc2cc(=O)n(C)c3ccccc23)cc1	-5.1%	-4%[46.1 µM]	-1%	10%	2%	-10%	28%[38.3 µM]	0%
COc1ccc2c(c1)c(C(O)CN1CCC3(CC1)OCCO3)c(C)n2C (stereo unspecified)	-0.2%	-23%[46.1 µM]	?	-6%	-1%	-2%	5%[38.3 µM]	13%
CN(C)c1ccc(C(CNS(=O)(=O)c2ccc(F)c(F)c2)c2c[nH]c3ccccc23)cc1 (stereo unspecified)	-1.8%	-42%	-6%	-9%	2%	-16%	7%	7%

Results in GoLoco inh red, KinaseGlo FLuc and RECQ1 inh, for seven of the compounds above:
SMILES,GoLoco inh red,KinaseGlo FLuc,RECQ1 inh
CCN1CCN(Cc2ccc(NC(=O)c3ccc(C)c(NC(=O)C4=NN(c5ccccc5)C(=O)C4)c3)cc2C(F)(F)F)CC1,8%,·,-9%
c1ccc2[nH]c(C3CC3)nc2c1,3%,0%,4%
CCCN=Cc1sc2ccc(OCC)cc2c1O,12%,-6%,-5%
CCOC(=O)c1ccc(NC(=O)Cc2coc3cc4c(cc23)CCC4)cc1,-2%,0%,-9%
CCN1CCCC1CNC(=O)C1c2cc(OC)c(OC)cc2C(=O)N(C)C1c1cccnc1 (stereo unspecified),10%,5%,i
CCn1c(CNC(=O)Cc2ccc(OC)cc2)nnc1SCC(=O)NC1CCCCC1,3%,11%,0%
COc1ccc(CNC(=O)CCCOc2cc(=O)n(C)c3ccccc23)cc1,10%,2%,-10%
